Assay outcomes: PubChem BioAssay, National Center for Advancing Translational Sciences (NCATS)
HT1080NT lethal – kills 2HG-producing HT-1080-NT fibrosarcoma cells | HT-1080-NT fibrosarcoma viability, CellTiter-Glo ATP luminescence, 48 h | Potency, µM (highest dose often 46.1 µM), inactives show at the highest dose activity, negative = less viability, hits mostly cytotoxic | 360,000 compounds, 1.6% hits | AID 686970;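 further: NT is the 2HG producing partner of a matched IDH1 knockdown line; potency means the concentration at half of the fitted maximal effect; 0% = DMSO-treated cells and -100% = media-only wells without cells; nearly all actives have a fitted effect of over 55% in size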
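Viability by CellTiter-Glo luminescence after 48 h compound exposure at 37C of HT-1080-NT cells (750/well, RPMI, 5% FBS). % activity scaled between DMSO wells and medium-only wells, then curve-fitted and categorized by curve class.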
HT1080 IDH1KD tx – HT-1080 IDH1 knockdown cell toxicity (counter line). Potency, µM (top dose mostly 46.1 µM), without a hit: at the top dose activity, negative = toxicity, most hits filed as cytotoxic. 360,000 compounds, 2% hits. HT-1080 IDH1 knockdown viability, ATP luminescence, 48 h;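 further: potency means the concentration at half of the fitted maximal effect; 0% = DMSO wells and -100% = cell-free medium wells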
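Knockdown cells (IDH1KD HT-1080) received compounds 2 h after plating at 750 cells/well and were kept 48 h at 37 °C in 5% FBS RPMI. A CellTiter-Glo luminescence read gave % activity for curve fitting.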
MCF10A rerep – DNA re-replication induction in MCF 10a cells | MCF 10A DNA re-replication, Hoechst nuclear intensity, 48 h | Potency, µM (doses to about 46.1 µM), for inactives: at the highest dose activity, positive = re-replication, hits mostly activators | 350,000 compounds, 2.9% hits | AID 624296; further: potency means the concentration at half of the fitted maximal effect; % of control where 0% means no effect; nearly all actives have a fitted effect of over 50% in size
ATXN2 expr inh – reduces ATXN2 reporter expression in HEK-293 cells; HEK-293 ATXN2-luciferase reporter, luminescence, 24 h; AID 1745845; 360,000 compounds, 0.72% hits; Potency, µM (series often up to 57 µM), without a hit: at the highest dose activity change, negative = inhibition, actives largely listed as inhibitors; further: potency means the concentration at half of the fitted maximal effect; on the % scale 0 is the no-effect control and ±100 the full control effect; nearly all actives have a fitted effect of over 55% in size
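ATXN2-luciferase reporter cells (luciferase flanked by upstream and downstream ATXN2 gene portions) were treated 24 h at 37 °C with compounds at up to 57 uM. SteadyGlo luminescence gave expression; GF-AFC fluorescence gave viability.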
KB-V1 MDR tox – KB-V1 MDR subline cytotoxicity | KB-V1 MDR cells viability, CellTiter-Glo, 72 h | Potency, µM (doses to about 46.1 µM), for the others: at the top dose activity change, negative = cytotoxicity, usual class: cytotoxic | 400,000 compounds, 3.4% hits | AID 1347076; further: potency means the concentration at half of the fitted maximal effect; on the % scale 0 is the no-effect control and ±100 the full control effect; nearly all actives have a fitted effect of over 60% in size
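Cells of the MDR subline KB-V1 are plated, dosed with compound at multiple concentrations, and incubated 72 h at 37 degrees C; CellTiter-Glo is then added and luminescence read after 10 min.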
WRN helicase inh – inhibitors of human WRN helicase | WRN helicase unwinding, fluorescent forked duplex, kinetic | 360,000 compounds, 0.46% hits | Q14191 | Potency, µM (top dose mostly 114 µM), for the others: top-dose activity change, negative = inhibition, hits mostly inhibitors; further: potency means the concentration at half of the fitted maximal effect; on the % scale 0 is the no-effect control and ±100 the full control effect; nearly all actives have a fitted effect of over 55% in size
Target sequence (Q14191 whole entry, looked up): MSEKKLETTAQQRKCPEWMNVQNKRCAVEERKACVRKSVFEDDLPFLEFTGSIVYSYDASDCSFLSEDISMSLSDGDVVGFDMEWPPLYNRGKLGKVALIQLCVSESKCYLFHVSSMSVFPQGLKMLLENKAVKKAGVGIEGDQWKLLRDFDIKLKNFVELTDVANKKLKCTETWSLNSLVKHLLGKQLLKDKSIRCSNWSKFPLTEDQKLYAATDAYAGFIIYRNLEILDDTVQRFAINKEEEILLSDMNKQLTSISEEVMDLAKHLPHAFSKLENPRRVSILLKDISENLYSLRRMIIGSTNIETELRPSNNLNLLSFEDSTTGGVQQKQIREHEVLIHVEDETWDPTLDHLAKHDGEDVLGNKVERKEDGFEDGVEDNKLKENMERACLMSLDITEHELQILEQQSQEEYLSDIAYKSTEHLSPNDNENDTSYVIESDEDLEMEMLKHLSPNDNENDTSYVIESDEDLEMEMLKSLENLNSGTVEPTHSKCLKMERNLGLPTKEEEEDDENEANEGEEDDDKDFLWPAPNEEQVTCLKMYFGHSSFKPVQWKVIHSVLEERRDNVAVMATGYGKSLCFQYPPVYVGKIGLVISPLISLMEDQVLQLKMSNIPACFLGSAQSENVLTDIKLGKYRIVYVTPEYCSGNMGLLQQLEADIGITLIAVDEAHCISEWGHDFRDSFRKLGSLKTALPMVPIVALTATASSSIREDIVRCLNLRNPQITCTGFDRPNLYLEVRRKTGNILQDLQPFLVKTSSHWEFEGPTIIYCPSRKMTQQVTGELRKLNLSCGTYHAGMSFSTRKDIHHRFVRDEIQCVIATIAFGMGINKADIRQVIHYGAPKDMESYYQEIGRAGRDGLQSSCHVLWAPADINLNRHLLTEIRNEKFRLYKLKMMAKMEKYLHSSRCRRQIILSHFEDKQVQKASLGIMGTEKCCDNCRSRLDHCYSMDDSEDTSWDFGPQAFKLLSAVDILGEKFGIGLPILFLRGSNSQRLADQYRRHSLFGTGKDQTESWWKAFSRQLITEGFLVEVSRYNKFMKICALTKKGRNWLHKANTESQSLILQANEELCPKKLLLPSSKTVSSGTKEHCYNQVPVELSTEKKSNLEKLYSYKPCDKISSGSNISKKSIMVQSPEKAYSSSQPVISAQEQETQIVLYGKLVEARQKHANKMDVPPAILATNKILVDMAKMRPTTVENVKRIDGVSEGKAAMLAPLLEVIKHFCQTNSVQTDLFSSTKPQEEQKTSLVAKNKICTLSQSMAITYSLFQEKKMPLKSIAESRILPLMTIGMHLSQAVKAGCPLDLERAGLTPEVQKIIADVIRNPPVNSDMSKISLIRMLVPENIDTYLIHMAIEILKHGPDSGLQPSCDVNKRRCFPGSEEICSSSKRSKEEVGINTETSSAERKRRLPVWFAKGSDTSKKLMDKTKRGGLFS
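Kinetic fluorescence helicase assay: unwinding of a quenched forked DNA duplex (100 nM final) with 2 mM ATP final raises red fluorescence (525/598 nm). Compounds sat 15 min at room temperature with 20 nM WRN beforehand.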
SW480 rerep – induces DNA re-replication in SW480 colon adenocarcinoma cells | Potency, µM (top dose mostly 46.1 µM), for the others: at the highest dose re-replication activation, actives largely listed as activators | AID 624297 | 340,000 compounds, 1.8% hits | SW480 DNA re-replication, Hoechst DNA content imaging, 48 h; further: potency means the concentration at half of the fitted maximal effect; % of control where 0% means no effect; nearly all actives have a fitted effect of over 55% in size
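First, 250 cells per well were seeded. Next, compound or vehicle (23 nL) was pinned in, plates sat 48 hr at 37 C. Finally Hoechst was added for 40 min before fluorescence scanning.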
IL-1B inflam inh – blocks inflammasome-driven IL-1 beta release | THP-1 LPS/ATP IL-1B secretion, AlphaLISA, 16 h; stronger effect = lower value | AID 743279 | 360,000 compounds, 4.7% hits | activity change, % at 57.5 µM; in the data active means activity change below about -50%; inconclusive means mostly about -30% to -49%; further: on the % scale 0 is the no-effect control and ±100 the full control effect
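THP-1 cells pretreated 1 hr with compounds (up to 57.5 uM final), then stimulated with LPS (250 ng/mL final) plus ATP (1.25 mM final); secreted IL-1B measured by AlphaLISA after 16 hr, decreased signal indicating inhibition.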
KB-3-1 cytotox – KB-3-1 parental cell cytotoxicity; KB-3-1 viability, CellTiter-Glo ATP luminescence, 72 h; Potency, µM (doses to about 46.1 µM), for the others: at the top dose activity change, negative = cytotoxic, most hits filed as cytotoxic; 400,000 compounds, 1.4% hits; AID 1347075; further: potency means the concentration at half of the fitted maximal effect; on the % scale 0 is the no-effect control and ±100 the full control effect; nearly all actives have a fitted effect of over 60% in size
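Parental KB-3-1 viability, qHTS format: 72 h compound exposure, 37 °C; CellTiter-Glo; media-only wells and DMSO plates as controls; concentration-effect fits on corrected data.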
* hit, by the source's call; ? = inconclusive; / = no result given; & = joins results of further samples; [ ] = remark or other dose. Unless noted, the call rests on the fitted dose curve; in most records, active means well fitted curve in the direction sought with a large enough effect; inconclusive means small, poorly fitted or top-dose-only effect, or another doubt; inactive means no such curve, though single readings can be large; an effect the other way counts as inactive or inconclusive.

SMILES	HT1080NT lethal	HT1080 IDH1KD tx	MCF10A rerep	ATXN2 expr inh	KB-V1 MDR tox	WRN helicase inh	SW480 rerep	IL-1B inflam inh	KB-3-1 cytotox
COc1ccc(-c2cc(C(F)(F)F)n3nc(C(=O)O)cc3n2)cc1OC	-1%	-8%	-4%	-22%	5%	-25%	1%	-3	13%
Cc1[nH]c(C)c(S(=O)(=O)N2CCCCC2)c1C(=O)N1CCCCC1	5%	20%	4%	6%	14%	1%	10%	13	15%
O=C(c1ccc(S(=O)(=O)N2CCCC2)cc1)N1CCN(S(=O)(=O)c2cccc(F)c2)CC1	13%	22%	-4%	-1%	1%	4%	-6%	14	6%
CN(C)c1ccc(N=Nc2ccc3ncccc3c2)cc1	11%	19%	4%	-19%	4%	9%	-4%	-12	-4%
O=C(CCn1c(=S)oc2ccccc21)N1CCCCC1	22%	2%	0%	6%	-6%	3%	8%	0	5%
COc1ccnc(Oc2ccc(Cl)cc2)c1C#N	19%	15%	-2%	11%	29%	-4%	0%	-21	22%
CC1CCCC(NC(=O)C2CCC(CNc3c(N4CCCCC4)c(=O)c3=O)CC2)C1C (stereo unspecified)	-1%	-3%	1%	-6%	27%	-28%	-6%	9	-1%
COCCCNC(=O)c1cc2c(=O)n3cccc(C)c3nc2n(C(C)C)c1=N	0%	-6%	?	-10%	1%	1%	2.8µM*	-69*	3%
O=C(c1ccc2c(c1)OCO2)N1CCC(Cc2ccccc2)CC1	-14%	-3%	1%	-23%	-23%	-1%	-10%	?	-5%
CCCn1c(C)nc2cc(Cl)c(N3CCN(c4nc(-c5ccc(C)cc5)cs4)CC3)cc21	-10%	-3%	?	-33%	1%	-1%	1%	20	?
COc1cc(OC)cc(C(=O)NCC(=O)NC(C)CCc2ccccc2)c1 (stereo unspecified)	9%	-1%	-2%	-26%	?	1%	-2%	-10	-5%
CCCCn1c(=NC(=O)c2cccnc2)c(C#N)cc2c(=O)n3cccc(C)c3nc21	3%	3%	5%	4%	?	1%	13%	19	1%
FC(F)(F)c1nc(SCc2ccccc2)n[nH]1	1%	11%	0%	2%	13%	-8%	?	8	-4%
Cc1ccc(S(=O)(=O)N/N=C\c2ccc3c(c2)OCO3)cc1	5%	-2%	-3%	33%	-4%	-4%	21%	5	-1%
CN(C)/C=N/C(=S)Nc1cc(Cl)cc(Cl)c1	-13%	-5%	-4%	-33%	-2%	1%	-3%	-2	-1%
COC(=O)Nc1ccc(S(=O)(=O)Nc2cnc3ccccc3n2)cc1	10%	16%	0%	-27%	-1%	-2%	2%	0	5%
CC(C)[C@H](NC(=O)c1ccccc1F)C(=O)OCCN1C(=O)c2ccccc2C1=O	9%	0%	-1%	8%	15µM*	-4%	1%	6	4%
CCOc1ccc(NC(=O)CSc2nnnn2C2CC2)cc1S(=O)(=O)N1CCCC1	8%	3%	-1%	-9%	3%	2%	-13%	7	?
COc1ccc(NC(=O)c2ccco2)cc1NC(=O)c1ccccc1[N+](=O)[O-]	-4%	3%	-18%	-3%	-1%	-8%	-26%	-9	-3%
COC(=O)c1ccccc1Nc1ccccc1	1%	7%	4%	-5%	13%	3%	1%	13	7%
Cc1noc(C)c1CS(=O)(=O)Cc1ccc(Cl)cc1	20%	7%	2%	8%	-3%	-2%	2%	-18	0%
CCN1CCN(C(=S)NC(=O)c2cccc(Br)c2)CC1	10%	-22%	29%	-7%	/	-26%	0%	12	/
Cc1cccc(N(C(=O)CNC(=O)c2cccs2)C(C(=O)NC2CCCC2)c2cccnc2)c1 (stereo unspecified)	7%	-2%	3%	0%	?	-20%	-3%	6	9%
CC(=O)Nc1ccc(S(=O)(=O)NCC2CCC(C(=O)NCCc3ccccc3)CC2)cc1 (stereo unspecified)	-18%	-30%	0%	-4%	3%&10%	6%	4%	3	1%&15%
O=C(Nc1ccccc1N1CCOCC1)C1CCN(S(=O)(=O)c2ccc(Cl)cc2)CC1	0%	8%	0%	-8%	-5%	-9%	0%	-3	-17%
CCOC(=O)C1CN(S(=O)(=O)c2ccc(OC)cc2)c2cc(CC(=O)OC)ccc2O1 (stereo unspecified)	-1%	-9%	?	4%	3%	-4%	?	16	0%
CCOC(=O)N1CCN(C(=O)CN(C2CCCCC2)S(=O)(=O)c2ccc(Cl)cc2)CC1	10%[9.24 µM]	-3%	2%	1%	-1%	-17%	7%	0	-11%
CCC(CC)C(=O)NCCc1cc2c(OC)ccc(OC)c2[nH]c1=O	24%	21%	4%	-14%	?	-31%[57.1 µM]	1%	-18	-4%
O=C(c1ccc([N+](=O)[O-])o1)N1CCc2ccccc21	-2%	?	9.2µM*	-2%	?	3%	21µM*	?	?
O=C(Nc1ccc(Cl)cc1)NC1CCCCC1	9%	0%	0%	42%[activator]	8%	-4%	-1%[9.22 µM]	12	1%
O=C(c1ccsc1)N1CCCC(N2CCN(c3cccc(C(F)(F)F)c3)CC2)C1 (stereo unspecified)	1%	-1%	?	-6%	/	-24%	-4%	-7	/
CCc1ccc(-c2ccc(SCC(=O)NC3CCCC3)nn2)cc1	9%	3%	/	/	-2%	-4%	/	12	-12%
CN(c1ccccc1)S(=O)(=O)c1cc(C(=O)N2CCN(c3ccccn3)CC2)ccc1Cl	-1%	-10%	7%	?	23µM*	-11%	-4%	?	?
Cc1ccnc(NC(=O)C2CC(=O)N(c3ccc4c(c3)OCCO4)C2)c1 (stereo unspecified)	-2%	1%	-11%	-18%	-4%	7%	2%	0	-4%
COc1ccc(C2C(C(N)=O)=C(C)Nc3nc(-c4cccc(Cl)c4)nn32)cc1OC (stereo unspecified)	-15%	-12%	4%	73%[activator]	3%	-6%	7%	?	2%
COc1ccc([C@H]2CC(=O)C=C(c3ccc(C(F)(F)F)c(C(F)(F)F)c3)C2)cc1OC	13%	-2%	0%	-8%	-20%	-18%	6%[9.22 µM]	-78*	0%
COc1ccc([N+](=O)[O-])cc1N(CC(=O)Nc1ccccc1C(=O)N1CCOCC1)S(C)(=O)=O	6%	7%	-4%	0%	/	-29%	-8%	-3	/
COc1ccc(OCC(=O)Nc2ccc(S(=O)(=O)Nc3nc(C)cc(C)n3)cc2)cc1	22%	-1%	7%	20%	7%	-14%	-14%	-7	-13%
COC(=O)[C@H](CC(C)C)N1Cc2cc(OC)cc(OC)c2-c2ccccc2S1(=O)=O	-7%	-3%	-12%	7%	0%	-7%	6%	-7	?
CCc1ccc(OCc2nnc(SCC(=O)N3CCOCC3)o2)cc1	6%	2%	2%	18%	?	-4%	-21%	19	14%
Clc1ccc2nc3ccccn3c2c1	1%	-1%	1%	4%	7%	9%	-20%	-5	10%
CS(=O)(=O)Nc1nnc(SCC(=O)Nc2cccc([N+](=O)[O-])c2)s1	12%	15%	1%	5%	?	3%	-8%	-16	17%
Cc1noc(C)c1C(=O)NCc1ccco1	16%	-5%	2%	4%	10%	-2%	-7%	-12	17%
CCOC(=O)c1cnc2c([N+](=O)[O-])cnn2c1C	-2%	1%	-10%	1%	-27%	-9%	-16%	21	-20%
O=C(NC1CCN(Cc2ccccc2)CC1)c1cccc(S(=O)(=O)Nc2ccc(Br)cc2)c1	-19%	-19%	?	-17%	22%	-8%	5%	?	?
COCCNC(=O)C(c1ccc(F)cc1)N(C(=O)CCC(=O)Nc1ccccn1)C1CCCCC1 (stereo unspecified)	9%	12%	13%	4%	-2%	-1%	-5%	-6	-5%
CC(CCc1ccccc1)NC(=O)CN1CCOc2ccccc21 (stereo unspecified)	-15%	0%	12%	-3%	-13%	3%	10%	3	-4%

No new results follow: an excerpt of the list.
SMILES	HT1080NT lethal	HT1080 IDH1KD tx	MCF10A rerep	ATXN2 expr inh	KB-V1 MDR tox	WRN helicase inh	SW480 rerep	IL-1B inflam inh	KB-3-1 cytotox
COC(=O)[C@H](CC(C)C)N1Cc2cc(OC)cc(OC)c2-c2ccccc2S1(=O)=O	-7%	-3%	-12%	7%	0%	-7%	6%	-7	?
CCc1ccc(OCc2nnc(SCC(=O)N3CCOCC3)o2)cc1	6%	2%	2%	18%	?	-4%	-21%	19	14%
Clc1ccc2nc3ccccn3c2c1	1%	-1%	1%	4%	7%	9%	-20%	-5	10%
CS(=O)(=O)Nc1nnc(SCC(=O)Nc2cccc([N+](=O)[O-])c2)s1	12%	15%	1%	5%	?	3%	-8%	-16	17%
Cc1noc(C)c1C(=O)NCc1ccco1	16%	-5%	2%	4%	10%	-2%	-7%	-12	17%
CCOC(=O)c1cnc2c([N+](=O)[O-])cnn2c1C	-2%	1%	-10%	1%	-27%	-9%	-16%	21	-20%
O=C(NC1CCN(Cc2ccccc2)CC1)c1cccc(S(=O)(=O)Nc2ccc(Br)cc2)c1	-19%	-19%	?	-17%	22%	-8%	5%	?	?
COCCNC(=O)C(c1ccc(F)cc1)N(C(=O)CCC(=O)Nc1ccccn1)C1CCCCC1 (stereo unspecified)	9%	12%	13%	4%	-2%	-1%	-5%	-6	-5%
CC(CCc1ccccc1)NC(=O)CN1CCOc2ccccc21 (stereo unspecified)	-15%	0%	12%	-3%	-13%	3%	10%	3	-4%
